FBW7 activator: FBW7 E3 ligase activators, primary screen, biochemical, AlphaScreen, human; AlphaScreen FBW7–phospho-cyclin E peptide binding, activator screen; F-box/WD repeat-containing protein 7 (Homo sapiens), Q969H0; actives 0.13% (n = 650,000); normalized activity (activation), % at 26.1 µM; in the data active means normalized activity above about 1.9%;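 further: purified mutant Fbw7 with reduced substrate affinity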
Target sequence (Q969H0 whole entry, looked up): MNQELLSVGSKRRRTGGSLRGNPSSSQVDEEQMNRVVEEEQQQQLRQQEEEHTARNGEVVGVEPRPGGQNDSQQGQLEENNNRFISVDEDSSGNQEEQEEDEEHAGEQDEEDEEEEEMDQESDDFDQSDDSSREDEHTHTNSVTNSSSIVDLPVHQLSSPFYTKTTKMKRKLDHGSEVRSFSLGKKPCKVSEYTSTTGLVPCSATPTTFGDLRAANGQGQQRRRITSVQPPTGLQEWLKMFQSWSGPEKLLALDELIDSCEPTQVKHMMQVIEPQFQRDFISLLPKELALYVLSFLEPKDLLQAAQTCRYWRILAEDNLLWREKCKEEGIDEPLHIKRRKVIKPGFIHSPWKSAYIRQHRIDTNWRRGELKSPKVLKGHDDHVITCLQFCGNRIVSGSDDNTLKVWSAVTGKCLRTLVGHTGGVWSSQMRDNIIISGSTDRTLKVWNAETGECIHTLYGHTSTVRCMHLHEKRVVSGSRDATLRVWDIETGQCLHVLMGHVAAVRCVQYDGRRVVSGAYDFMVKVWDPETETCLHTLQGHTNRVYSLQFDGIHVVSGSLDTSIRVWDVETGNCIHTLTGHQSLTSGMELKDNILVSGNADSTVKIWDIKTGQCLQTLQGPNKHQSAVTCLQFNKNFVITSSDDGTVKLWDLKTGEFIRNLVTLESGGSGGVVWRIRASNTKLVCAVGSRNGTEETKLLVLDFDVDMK
MITF primary: MITF inhibitors, primary screen, biochemical, AlphaScreen, human | AlphaScreen MITF homodimerization, bead proximity signal | inhibition, % at 2.6 µM | actives 0.91% (n = 650,000) | AID 1259374, 2018; in the data active means inhibition above about 50%;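 further: 0% = vehicle wells with protein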
TEAD-YAP inh: TEAD-YAP interaction inhibition, primary screen, TEAD-YAP interaction inhibitor project, luminescence, HEK-TIYL cells | TEAD-Gal4/YAP UAS-luciferase luminescence | inhibition, % at 9.12 µM | actives 1.4% (n = 640,000) | AID 1259422, 2018; in the data active means inhibition above about 32%;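 further: 0% = median of test compound wells and 100% = reference inhibitor wells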
GPR151 ag: activators of human GPR151, primary screen, cell-based, PathHunter beta-arrestin, luminescence. PathHunter beta-arrestin GPR151 cells. actives 1% (n = 650,000). activation, % at 11.2 µM; in the data active means activation above about 4.9%;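 further: 0% = median of compound wells and 100% = cells with positive control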
Starred values were filed as active, the others as inactive; & = joins results of further samples. Outcome played no part in choosing rows (roughly 3.5% active in at least one column).

SMILES	FBW7 activator	MITF primary	TEAD-YAP inh	GPR151 ag
CCCc1[nH]n(-c2ccc(F)cc2)c(=O)c1C=NCCc1ccccc1	0.0	6	-3	-0.1
COc1cc(NC(=O)c2ccc(Br)cc2)ccc1NC(=O)c1cc2ccccc2o1	-0.1	-8	0	-0.2
Cc1ccccc1C(=O)NC(C)c1ccc2c(c1)OCCO2 (configuration not stated)	-0.1	-4	-10	1.2
CCOC(=O)c1ccc(NC(=O)CCOc2ccccc2)cc1	0.0	75*	1	0.7
Cc1ccc(S(=O)(=O)c2nnn(-c3ccccc3)c2C)cc1	-0.1	-11	8	0.3
COc1cccc(CNC(=O)CCS(=O)(=O)Cc2ccccc2C)c1	-0.1	-6	3	2.5
c1ccc2c(-c3cc(C4CCNCC4)[nH]n3)cccc2c1	0.2	4	-2	0.1
c1ccc(CNc2c3c(nc4nnnn24)CCCC3)cc1	0.1	18	1	0.7
COc1ccc(CCNC(=O)C2=NNC(=O)CC2)cc1	0.2	18	6	0.6
CC(=O)C1=C(C)NC(=O)NC1c1ccccc1 (configuration not stated)	0.6	3	8	-0.8
CS(=O)(=O)NCC1CCC(C(=O)NC2CCN(Cc3ccccc3)CC2)CC1 (configuration not stated)	0.4	8	3	5.6*
COc1ccc(N2C(=O)/C(=C\c3ccc([N+](=O)[O-])cc3)N=C2c2cccc(C)c2)cc1	0.2	13	7	1.3
COC(=O)c1ccc(-c2ccc(/C=C3/C(=N)N4N=C(c5ccccc5Cl)SC4=NC3=O)o2)cc1	0.3	5	-2	-1.0
O=C(Cn1c(-c2cncs2)nc2ccccc21)Nc1ccc2c(c1)OCCO2	-0.1	14	-3	-0.4
Cc1cccc(-c2nnc3sc(NC(=O)c4cccs4)nn23)c1	-0.2	-9	-10	0.8
Cc1cc(S(=O)(=O)NC(c2ccccc2)c2ccccc2)ccc1-n1cnnn1	-0.2	-3	-4	-0.7
CCC(=O)Nc1ncc(S(=O)(=O)c2ccc([N+](=O)[O-])cc2)s1	0.0	0	4	0.4
COc1cc(Nc2nc(NCc3cccnc3)nc3c2ncn3-c2ccsc2)cc(OC)c1OC	-0.3	6	1	0.5
COc1ccc(-c2cnnc(NCCCN3CCCC(O)C3)n2)cc1 (configuration not stated)	-0.2	5	0	-1.1
CCOC(=O)c1c(C)oc2ccc(N(C(=O)c3ccc([N+](=O)[O-])cc3)S(=O)(=O)c3ccc(Cl)cc3)cc12	0.0	0	3	0.2
c1ccc2c(c1)nc(CN1CCCCC1)n1c3ccccc3nc21	0.0	-2	3	0.8
CC[C@H](C)[C@H](NC(N)=O)C(=O)Nc1ccc(OCc2ccccc2)cc1	0.1	-1	-19	-0.2
COc1ccccc1N1CC(C(=O)Nc2nnc(SCc3cccnc3)s2)CC1=O (configuration not stated)	0.9	5	5	0.5
Cc1cc(NC(=O)CCC2CCCCC2)no1	0.2	8	-9	-0.2
COc1ccc(N2CCn3c(SCC(=O)Nc4ccc(F)cc4)nnc32)cc1	0.5	11	5	-0.1
CCC(C)C(=O)N1CCC(C2(CCc3ccccc3)NC(=O)N(CCN(C)C)C2=O)CC1 (configuration not stated)	0.1	2	11	0.1
O=C(N/N=C1\C(=N\O)CCc2nonc21)c1ccccc1	-0.6	42	-12	-1.2
COc1ccc(-c2cnc(Oc3ccc(C#N)cc3)nc2)cc1	0.0	1	-30	-0.9
COc1ccc(/C=N/n2c(C(F)(F)F)n[nH]c2=S)cc1O	0.0	-2	-4	0.7
Cc1c(C)n(CC(O)CNC2CCCCC2)c2ccccc12 (configuration not stated)	0.0	15	-2	0.6
Cn1ncc(C#N)c1/N=C/N(Cc1ccccc1)Cc1ccccc1	-0.1	0	7	0.1
COc1cccc(C(=O)N(C)c2ccc([N+](=O)[O-])cc2)c1	-0.2	-1	5	2.6
O=C(Nc1nc2ccccc2s1)c1ccc(N2C(=O)c3ccccc3C2=O)cc1	-0.1	0	-64	-1.2
COc1cccc(CC2=NOC(C(=O)N3CCC(c4nc5ccccc5o4)CC3)C2)c1 (configuration not stated)	-0.2	2	-10	0.4
COc1ccc(S(=O)(=O)N=C2C=CC(=O)C=C2)cc1	0.0	6	-4	-0.4
COc1cc(N=C(C)C2=C(O)c3ccccc3C2=O)c(OC)cc1Cl	0.0	11	-12	0.6
Cc1nn(C)c(C)c1-c1nc(NCCN(C(C)C)C(C)C)c2ncn(CCN3CCCC3=O)c2n1	0.0	1	0	-2.8
O=C(CN1CCC(NC(=O)C2CCCCC2)CC1)Nc1ccc(F)cc1	0.0	-1	-8	1.0
Cc1c(C(=O)O)oc2c1ccc1ccccc12	0.2	6	9	-2.7
CCCCc1ccc(-c2nc(C=Nc3ccc(Cl)cc3)c(O)o2)cc1	-0.2	3	1	1.0

Profiles, quoted from the list.
Cc1c(C)n(CC(O)CNC2CCCCC2)c2ccccc12 (configuration not stated) as listed: FBW7 activator: 0.0; MITF primary: 15; TEAD-YAP inh: -2; GPR151 ag: 0.6
Cc1cc(NC(=O)CCC2CCCCC2)no1 as listed: FBW7 activator: 0.2; MITF primary: 8; TEAD-YAP inh: -9; GPR151 ag: -0.2
CCCCc1ccc(-c2nc(C=Nc3ccc(Cl)cc3)c(O)o2)cc1 as listed: FBW7 activator: -0.2; MITF primary: 3; TEAD-YAP inh: 1; GPR151 ag: 1.0

Part of the list above, set out differently:
canonical_smiles,FBW7 activator,MITF primary,TEAD-YAP inh,GPR151 ag
CCCCc1ccc(-c2nc(C=Nc3ccc(Cl)cc3)c(O)o2)cc1,-0.2,3,1,1.0
COc1cccc(C(=O)N(C)c2ccc([N+](=O)[O-])cc2)c1,-0.2,-1,5,2.6
Cc1cc(NC(=O)CCC2CCCCC2)no1,0.2,8,-9,-0.2
COc1ccc(/C=N/n2c(C(F)(F)F)n[nH]c2=S)cc1O,0.0,-2,-4,0.7

Additional entries.
SMILES	FBW7 activator	MITF primary	TEAD-YAP inh	GPR151 ag
CCn1cc(/C=C2/NC(=O)N(c3ccccc3)C2=O)c2ccccc21	0.0	-1	29	-0.5
CCOC(=O)c1[nH]c2ccc(O)cc2c1C(=O)c1ccccc1	-0.2	49	3	-2.0
CC(C)CCC(C)NC(=O)COc1ccccc1C#N (configuration not stated)	0.1	5	-2	-0.1
OCCNc1nc2ccccc2n1CN1CCN(c2ccccc2Cl)CC1	0.2	5	8	3.4
CN(C(=O)Nc1ccc(Cl)cc1)c1ccccc1	0.0	8	6	-1.4
Cc1cccc(C(=O)NNC(=O)c2cc([N+](=O)[O-])cc([N+](=O)[O-])c2)c1	0.0	7	0	-0.9
O=C(Nc1ccc(Cl)c([N+](=O)[O-])c1)c1ccncc1	-0.2	1	1	0.3
Cc1nn2c(-c3ccc(NC(=O)c4ccc(F)cc4)cc3)nnc2c2ccccc12	-0.1	11	2	2.0
O=C(CCC(=O)Nc1ccccc1)NNC(=O)c1ccco1	0.0	1	9	-1.2
COc1cccc(C(=O)n2sc(=O)c3ccccc32)c1	0.0	11	-12	-6.4
COc1ccccc1-c1nnc(NC(=O)c2ccc(C(C)(C)C)cc2)s1	-0.1	3	-1	1.6
COc1ccc(C(=O)Nc2cc(Cl)ccc2C)cc1[N+](=O)[O-]	-0.1	-6	-2	3.8
CC(=O)N/C(=C/c1ccc([N+](=O)[O-])cc1)C(=O)Nc1cccc(C(=O)O)c1	-0.1	5	0	3.7
N#C/C(=C/c1cn(-c2ccccc2)nc1-c1ccc(Cl)cc1)C(N)=O	-0.2	-6	-3	0.8
CCCn1cnc2sc(C(=O)Nc3ccccc3C(=O)OC)c(C)c2c1=O	-0.2	0	-10	1.2
Cc1ncc([N+](=O)[O-])n1CC(C)O (configuration not stated)	0.7&-0.1&0.0&0.2	6&-10&-25&-7	1&5&-3	-0.2&-1.4&0.4&1.1
CCCCSc1nc2ccccc2n1CCO	0.1	13	3	-1.5
O=C1CCCc2oc3ccc(NS(=O)(=O)c4ccc5c6c(cccc46)C(=O)N5)cc3c21	0.1	20	-2	-0.7
C=CCNc1nc(Nc2ccc(OC(F)(F)F)cc2)nc(OCC(F)(F)F)n1	0.1	10	-7	-0.7
Cc1cccc(-c2nc(C)c(CCNS(=O)(=O)c3cccs3)s2)c1	0.4	-22	-5	0.5

5 entries drawn at random from the list so far, as already listed:
SMILES	FBW7 activator	MITF primary	TEAD-YAP inh	GPR151 ag
O=C(CCC(=O)Nc1ccccc1)NNC(=O)c1ccco1	0.0	1	9	-1.2
OCCNc1nc2ccccc2n1CN1CCN(c2ccccc2Cl)CC1	0.2	5	8	3.4
Cc1ncc([N+](=O)[O-])n1CC(C)O (configuration not stated)	0.7&-0.1&0.0&0.2	6&-10&-25&-7	1&5&-3	-0.2&-1.4&0.4&1.1
COc1ccccc1-c1nnc(NC(=O)c2ccc(C(C)(C)C)cc2)s1	-0.1	3	-1	1.6
CCOC(=O)c1[nH]c2ccc(O)cc2c1C(=O)c1ccccc1	-0.2	49	3	-2.0

Next section
SMILES	FBW7 activator	MITF primary	TEAD-YAP inh	GPR151 ag
COc1cccc(/C=C(\C#N)C(=O)Nc2ccccc2Br)c1OC	0.2	4	-11	0.4
CC(C)NC(=O)CN1C(=O)C(C)(C)Oc2ccc(C(=O)NC(C)C)cc21	-0.1	2	1	1.1
CCC(C)NC(=O)COc1ccc2c(c1)C(=O)CC(C)(C)O2 (configuration not stated)	0.0	8	7	3.1
Cc1nc2cc(-c3ccc(F)cc3)nn2c(N2CCOCC2)c1C	0.0	-9	-8	-0.5
CN1CCc2c(sc3c2C(=O)NC(c2ccc(Cl)c(Cl)c2)N3)C1 (configuration not stated)	0.1	8	2	-1.3
c1cncc(-c2nc(NCCCn3ccnc3)cc(-c3ccncc3)n2)c1	-0.7	13	13	-1.5
Fc1cc(F)cc(-c2cnn(-c3ccccc3)c2)c1	0.2	-5	-36	-1.4
CCN(CC)c1nc2c3c(nc4c(c3c1C#N)CC(=O)N4c1ccc(Cl)cc1)NC(C)=N2	-0.3	34	14	-1.5
O=C(Nc1ccc(-c2nc3cc(NC(=O)c4cccnc4)ccc3o2)cc1)c1cccnc1	0.1	5	3	0.9
Cc1cc(-c2cnc(N3CCCC3)nc2C2CCN(C(=O)C(C)C)CC2)on1	0.0	-6	-1	-1.0
COc1ccc(-c2cncc(-c3cc(N4CCOCC4)nc(-c4ccccc4)n3)c2)cc1	0.0	14	-7	3.8
O=C(Cc1ccccc1)Nc1ccccc1C(=O)Nc1ccc(C(=O)O)cc1	0.0	-6	7	0.8
Nc1ccc(NC(=O)c2ccccc2)cc1	-0.1	-3	-14	1.6
COc1c(C)cnc2c1c(=O)n(Cc1cccnc1)c(=O)n2C	-0.1	4	-9	0.2
CCOC(=O)Cn1c(=O)oc2cc(S(=O)(=O)Nc3c(C)cc(C)cc3C)ccc21	-0.2	-2	11	-0.2
O=C(CCN1CCN(CCC(=O)c2ccccc2)CC1)c1ccccc1	-0.1	8	7	-0.1
CCN1C(=O)CC(C(=O)OC)C12CCN(Cc1c(F)cccc1F)CC2 (configuration not stated)	0.1	12	-4	1.5
O=C1NC(=S)S/C1=C/c1ccc(OC(F)F)cc1	-0.1	9	-14	-0.5
CC[C@@H](Cn1ncc2ccccc2c1=O)NC(=O)c1ccccn1	0.2	-3	13	-0.3
Cc1oc(-c2ccc3c(c2)OCO3)cc1C(=O)O	0.1	4	-30	-11
